RAD52 inh: RAD52 DNA annealing inhibitors, primary screen, biochemical, FRET, single point, set 2 | recombinant RAD52 DNA annealing, FRET fluorescence | DNA repair protein RAD52 homolog (Homo sapiens), P43351 | hit rate 0.46% among 360,000 | AID 651710, 2012 | inhibition, % at 18.7 µM;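 active = every replicate showing at least 50% inhibition; inconclusive = mean inhibition at least 50% but not in every replicate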
S100A4 inh HTS: inhibitors of S100A4-myosin IIA peptide binding, primary screen, biochemical, fluorescence polarization, TAMRA-MyoIIA peptide; Protein S100-A4 (Homo sapiens), P26447; inhibition, % at 10.7 µM; hit rate 0.14% among 360,000; AID 652163, 2013;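 active = mean inhibition of at least 70% across replicates, with every replicate also reaching that level; inconclusive = mean inhibition reaches 70% but some replicates fall short; inactive = mean inhibition below 70%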
Target sequence (P26447 whole entry, looked up): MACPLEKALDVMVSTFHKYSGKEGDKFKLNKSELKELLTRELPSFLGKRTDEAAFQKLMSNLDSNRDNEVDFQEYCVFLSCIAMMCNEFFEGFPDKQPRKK
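Test system – S100A4 monomer (human) · Compound – single-point compound testing · Schedule – 5 min incubation before reading · Probe or stimulus – TAMRA-labelled myosin IIA heavy-chain peptide probe, 5 nM · Benchmarks – neutral control DMSO, positive control TFP · Medium – Calcium-containing HEPES buffer, pH 7.2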
RAD54 branch: inhibitors of human RAD54 branch migration, primary screen, biochemical, fluorescence, single point | hit rate 0.14% among 360,000 | RAD54 Holliday junction branch migration, FAM/BHQ fluorescence | AID 602329, 2012 | inhibition, % at 10.4 µM | DNA repair and recombination protein RAD54-like (Homo sapiens), Q92698;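 active = mean normalized replicate activity at least 40 and at least half of replicates scoring 40 or more; inconclusive = only one of the two criteria met; inactive = mean below 40 and under half of replicates reaching 40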;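 also: 0% = median of neutral control wells and 100% = median of positive control wells; inhibitors cause a drop in the FAM fluorescence signal; in these data hits start at about 50%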
Target sequence (Q92698 whole entry, looked up): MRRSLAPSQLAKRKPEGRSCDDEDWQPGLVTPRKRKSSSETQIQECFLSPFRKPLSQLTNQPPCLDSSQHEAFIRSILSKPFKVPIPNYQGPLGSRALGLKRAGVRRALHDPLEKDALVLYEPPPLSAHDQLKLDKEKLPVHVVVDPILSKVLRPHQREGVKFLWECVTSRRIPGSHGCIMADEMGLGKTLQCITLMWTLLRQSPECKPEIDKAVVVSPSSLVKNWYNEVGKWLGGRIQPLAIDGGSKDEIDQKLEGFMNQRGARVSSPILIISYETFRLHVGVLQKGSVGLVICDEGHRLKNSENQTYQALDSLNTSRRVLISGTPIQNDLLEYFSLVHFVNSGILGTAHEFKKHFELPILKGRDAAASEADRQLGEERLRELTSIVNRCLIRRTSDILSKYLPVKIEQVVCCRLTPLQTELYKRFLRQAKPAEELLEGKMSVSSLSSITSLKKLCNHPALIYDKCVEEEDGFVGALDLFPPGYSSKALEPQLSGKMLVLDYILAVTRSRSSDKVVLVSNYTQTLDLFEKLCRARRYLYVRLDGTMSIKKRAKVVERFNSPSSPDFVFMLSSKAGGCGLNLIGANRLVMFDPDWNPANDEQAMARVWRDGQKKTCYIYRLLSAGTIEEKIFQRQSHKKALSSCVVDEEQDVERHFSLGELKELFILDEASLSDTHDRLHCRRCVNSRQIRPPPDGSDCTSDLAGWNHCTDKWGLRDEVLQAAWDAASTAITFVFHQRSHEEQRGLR
ERp5 inh: inhibitors of ERp5-driven insulin aggregation, primary screen, biochemical, turbidity, absorbance 650 nm, single point | Protein disulfide-isomerase A6 (Homo sapiens), Q15084 | 90 min | inhibition, % at 9.99 µM | hit rate 0.05% among 350,000 | AID 651711, 2012;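 active = mean replicate inhibition above about 25%, with every replicate also reaching it, limit read from the data, passing the limit was not always enough; inconclusive = only one of those two criteria met; inactive = neither criterion met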
Xi reactivation: activators of inactive X chromosome reactivation, primary screen, imaging, XiGFP fibroblasts, GFP high-content imaging, set 2. XiGFP mouse fibroblasts, % GFP-positive cells imaging, 3 d; cells co-treated with 5-aza-dC sensitizer; scaled so ellipticine positive control = 100%. activation, % at 7.58 µM. hit rate 0.055% among 360,000. AID 743238, 2013;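 active = mean normalized replicate activation at least 10% and every replicate at or above 10%; inconclusive = only one of the two criteria met; inactive = mean below 10% and not all replicates reach 10%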;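 also: 0% = median of on-plate neutral control wells and 100% = ellipticine 6 µM median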
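Assay system – SV40-immortalized XiGFP fibroblast cells, line 68-5-11 · Buffer or medium – DMEM supplemented with 5-aza-dC as sensitizing agent · Dosing – one concentration, pinned · Benchmarks – positive control ellipticine, 6 µM final · Times – 3 days compound exposure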
E-selectin induc: E-selectin induction in HUVECs, primary screen, imaging, HUVEC, immunofluorescence imaging, single point | P16581 | normalized: neutral wells 0, TNF-alpha wells 100 | activation, % at 7.58 µM | hit rate 0.37% among 260,000 | AID 686992, 2013;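 active = mean E-selectin-positive cell signal at least 10% of the positive control, reached in at least 60% of replicates, without over 20% cell loss; inconclusive = no rule given, readout overlaps actives, possibly toxicity-flagged; inactive = the rest, including those meeting only one limit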;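 also: in these data hits start at about 27%; measured in HUVEC primary endothelial cells; signal is the percent of cells scored E-selectin positive by PE staining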
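System: HUVEC, human umbilical vein endothelial cells; quantity: 3,000 cells/well; buffer or medium: EGM-2 medium, gelatin-coated wells; dosing: single-point compound dose; detection: immunofluorescence imaging; evaluation: % PE-positive cells; benchmarks: TNF-alpha, DMSO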
ERAP1 inh: human ERAP1 aminopeptidase inhibitors, primary screen, biochemical, single point, plate reader. Endoplasmic reticulum aminopeptidase 1 (Homo sapiens), Q9NZ08. recombinant ERAP1, Leu-AMC fluorescence, 60 min. inhibition, % at 10.7 µM. hit rate 0.15% among 340,000;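 active = mean replicate inhibition of at least 30%, or all replicates individually reaching that 30% level; inactive = mean below 30% and not every replicate reaching it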;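 also: 0% = neutral control wells and 100% = L-leucinethiol positive control wells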
esBAF inh: Bmi1 luciferase reporter increase in mESCs, primary screen, esBAF inhibitor project, mouse ES cells, Bmi1 luciferase knock-in, single point | 24 h; 100% = twice the neutral-well signal | reporter increase, % at 12.5 µM | hit rate 2% among 350,000; in the data active = activation above about 40%; inconclusive = no clear call, values can overlap the other calls;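 also: 0% = median of the plate's neutral control wells and 100% = double that signal; a rise in the Bmi1 reporter signal indicates esBAF inhibition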
* = called active by the depositor; ? = inconclusive; . = no result given.

SMILES	RAD52 inh	S100A4 inh HTS	RAD54 branch	ERp5 inh	Xi reactivation	E-selectin induc	ERAP1 inh	esBAF inh
CCN1C(=O)c2ccccc2S(=O)c2ccc(C(=O)N3CCCC3)cc21 (stereo unspecified)	-17	7	0	6	0.3	0.2	-10	3
CNc1cc(-c2cccc(N(C)C)c2)ncn1	-21	-5	4	6	0.0	0.2	0	31
C[C@H]1CCCCO[C@H](CN(C)S(=O)(=O)c2cn(C)cn2)[C@@H](C)CN([C@@H](C)CO)C(=O)c2cc(NS(C)(=O)=O)ccc2O1	17	1	-16	-3	-0.2	0.0	-2	3
CC(=O)Nc1ccc2c(c1)C(=O)N(C)[C@@H]1CC[C@@H](CC(=O)N3CCc4ccccc4C3)O[C@H]1CO2	.	.	-1	.	0.1	0.0	.	1
O=C(Oc1cccnc1)c1ccc([N+](=O)[O-])cc1Cl	-6	7	9	4	-0.1	.	2	.
CNC[C@@H]1OCCCC[C@H](C)Oc2ccc(NC(=O)Nc3ccccc3)cc2C(=O)N([C@H](C)CO)C[C@H]1C	-72	-17	15	-1	0.0	0.0	1	-9
COc1cc(/C=C2\SC(=O)NC2=O)ccc1Oc1ccc([N+](=O)[O-])cn1	-11	-2	1	-5	-0.1	-0.2	7	-6
Cc1ccc(S(=O)(=O)Nc2ccc3c(c2)C(=O)N([C@@H](C)CO)C[C@H](C)[C@@H](CN(C)Cc2ccc(Cl)c(Cl)c2)OCCCC[C@@H](C)O3)cc1	33	?	-3	1	0.3	.	-3	-5
Cc1ccc(S(=O)(=O)N(C)C[C@H]2Oc3c(NC(=O)C4CCCCC4)cccc3C(=O)N([C@H](C)CO)C[C@H]2C)cc1	2	9	-2	-1	0.1	.	-4	-1
C[C@@H]1CN([C@H](C)CO)C(=O)c2cc(-c3cncnc3)cnc2O[C@@H]1CN(C)C(=O)c1ccccc1F	3	-3	3	-2	-0.7	?	0	-1
COc1ccc(CN2CCCCCC2)cc1OC	-6	1	-17	1	-0.1	2.2	-3	-1
C[C@H](CO)N1C[C@H](C)[C@@H](CN(C)C(=O)Cc2cccnc2)Oc2cc(C3=CCCCC3)ccc2S1(=O)=O	8	3	-1	-12	0.3	0.2	-3	0

Random excerpt: three compounds from above.
SMILES	RAD52 inh	S100A4 inh HTS	RAD54 branch	ERp5 inh	Xi reactivation	E-selectin induc	ERAP1 inh	esBAF inh
Cc1ccc(S(=O)(=O)N(C)C[C@H]2Oc3c(NC(=O)C4CCCCC4)cccc3C(=O)N([C@H](C)CO)C[C@H]2C)cc1	2	9	-2	-1	0.1	.	-4	-1
CC(=O)Nc1ccc2c(c1)C(=O)N(C)[C@@H]1CC[C@@H](CC(=O)N3CCc4ccccc4C3)O[C@H]1CO2	.	.	-1	.	0.1	0.0	.	1
CCN1C(=O)c2ccccc2S(=O)c2ccc(C(=O)N3CCCC3)cc21 (stereo unspecified)	-17	7	0	6	0.3	0.2	-10	3

(next part)
SMILES	RAD52 inh	S100A4 inh HTS	RAD54 branch	ERp5 inh	Xi reactivation	E-selectin induc	ERAP1 inh	esBAF inh
Cc1ccccc1CNC(=O)c1[nH]c(C(F)(F)F)nc1-c1ccccc1	-1	-5	4	18	-0.2	-0.2	1	1
CCOC(=O)C(Cc1ccc(O)cc1)NC(=O)CNC(=O)C1CCCN1C(=O)OC(C)(C)C (stereo unspecified)	2	1	2	4	0.0	.	-3	.
COc1ccc(S(=O)(=O)Cc2ccc(C(=O)N3CCOCC3)o2)cc1	-6	-3	-1	3	0.4	.	4	4
CC(C)NC(=O)COC(=O)CNC(=O)c1cc(Cl)cc([N+](=O)[O-])c1	-13	28	5	7	0.2	-6.3	-2	-6
COCC(=O)N(C)[C@H]1C[C@H]2c3[nH]c4c(-c5ccccc5)cccc4c3CCN2C(=O)[C@H]1[C@H](C)O	-2	-7	.	3	0.7	-0.2	1	.
C[C@H](CO)N1C[C@H](C)[C@H](CN(C)S(=O)(=O)c2ccc(F)cc2)Oc2ccc(NS(C)(=O)=O)cc2C1=O	3	-2	0	11	-0.1	-2.9	1	0
COc1cc(OC)cc(C(=O)NC(=S)N(Cc2ccccc2)C(C)C)c1	1	8	-2	-1	0.0	0.0	-6	0
C[C@@H]1CN([C@@H](C)CO)S(=O)(=O)c2ccc(C#CC(C)(C)O)cc2O[C@H]1CN(C)C(=O)C1CCC1	3	4	-7	2	-0.9	0.4	-2	0
COc1cccc(C(=O)NC2CCCc3ccccc32)c1OC (stereo unspecified)	-1	-2	0	-1	0.0	0.2	1	1
O=C(O)c1ccc(Br)cn1	-5	-2	.	-1	-0.1	.	-1	.
O=C(COC(=O)Cc1ccc(S(=O)(=O)N2CCOCC2)s1)Nc1ccccc1	-32	0	-14	-2	0.0	-0.3	-1	-1
C[C@H](CO)N1C[C@H](C)[C@H](CN(C)S(=O)(=O)c2ccc(F)cc2)Oc2ncc(-c3cc4ccccc4o3)cc2C1=O	9	0	-3	-4	-0.6	1.6	2	2
Cc1noc(C)c1NC(=O)Nc1ccc2c(c1)CC(=O)N([C@@H](C)CO)C[C@H](C)[C@H](CN(C)S(=O)(=O)c1c(C)noc1C)O2	6	-26	-7	-1	0.0	-0.1	-3	-8
CC(=O)NC1(c2cccc(F)c2)CCN(CC(=O)NC2CCCCC2)CC1	-19	8	2	-1	.	.	1	6
COC(=O)CC1(c2ccccc2)C(=O)c2ccccc2C1=O	-2	-4	-7	4	.	.	-1	3
Cc1noc(C)c1NC(=O)N(C)C[C@@H]1Oc2ccc(NS(=O)(=O)c3cccs3)cc2CC(=O)N([C@@H](C)CO)C[C@H]1C	.	.	0	.	-0.1	0.6	.	-2
COc1ccc(C(=O)c2c3ccc(C(F)(F)F)cc3[n+]([O-])n2CCCN)cc1	10	-2	13	3	0.1	0.6	-6	1
CC(Sc1nnnn1C)C(=O)Nc1ccccc1 (stereo unspecified)	-11	0	.	-2	0.0	.	-3	5
CCN(CC(=O)Nc1ccccc1OC)C(=O)C1CCC1	0	-5	-8	2	0.1	0.6	-2	-2
O=C(c1cc(COc2c(F)cccc2F)on1)N1CCN(C2CCCCC2)CC1	-10	1	-5	6	0.0	.	-4	-5
C[C@@H]1CCCCO[C@@H](CN(C)C(=O)Nc2ccc3c(c2)OCO3)[C@H](C)CN([C@H](C)CO)C(=O)c2cc(NS(=O)(=O)c3cn(C)cn3)ccc2O1	8	7	-1	-14	-0.9	-0.4	2	7
O=S(=O)(Nc1cc(Sc2ncn[nH]2)c(O)c2ccccc12)c1ccccc1	5	5	.	-4	1.0	.	56*	.
C[C@H]1CN([C@@H](C)CO)C(=O)c2cc(NS(=O)(=O)c3cccs3)ccc2O[C@@H]1CN(C)Cc1ccc(-c2ccccc2)cc1	-4	-6	-15	0	-1.4	4.7	5	1
CN(CC(=O)Nc1c(Cl)cccc1Cl)C(=O)c1n[nH]c2ccccc12	-2	-16	9	-2	0.1	0.3	-6	4
COc1cccc(-c2cnc3c(c2)C(=O)N([C@H](C)CO)C[C@H](C)[C@H](CN(C)C(C)=O)O3)c1	0	18	8	3	-0.1	0.5	-1	6
N#Cc1nccc2ccc(OCc3ccc(Br)cc3)cc12	0	17	5	0	0.4	0.1	1	.
COc1ccccc1OCC(=O)NNC(=O)c1cccs1	-11	3	10	0	0.2	.	0	.
Cc1ccc(CN(C)C(=O)c2cccc(S(=O)(=O)N3CCCC3)c2)o1	-10	0	-8	8	-0.1	-0.5	-1	.
CCOC(=O)[C@H]1[C@H]2COc3ccc(C)cc3[C@@H]2N2C(=O)CN(Cc3ccc(C)cc3)C(=O)[C@@]12C	-47	-2	2	-4	0.0	-0.1	1	3
CO[C@@H]1CN(C)C(=O)c2cc(NC(=O)C3CC3)ccc2OC[C@@H](C)N(C(=O)c2cccnc2)C[C@@H]1C	-3	3	-10	3	0.1	-0.2	1	-1
Cc1ccc(COC(=O)CN2C(=O)NC3(CCCC3)C2=O)cc1	-12	4	2	13	0.0	.	-3	3
COc1ccc(Cc2nnc(NC(=O)c3cccc(C)c3)s2)cc1	-3	-2	.	1	0.0	.	1	.
COc1ccc(CN(C)C(=O)Cn2cnc3c(OCc4ccccc4)ncnc32)cc1OC	-2	-2	-8	-4	0.0	0.0	-3	0
Cc1cccc(C2c3[nH]c4ccccc4c3CCN2C(=O)c2cc3c([nH]c2=O)CCCC3)n1 (stereo unspecified)	-12	-3	.	-1	0.0	.	2	.
CC(=O)Nc1ccc(S(=O)(=O)N2CCN(c3ccc([N+](=O)[O-])c(NCCN4CCOCC4)c3)CC2)cc1	-9	0	-8	-4	0.1	1.6	3	-1
COc1cccc2c3cccc(OC)c3c3[nH]cnc3c12	86*	-2	.	2	0.2	.	28	.

Reformatted: entries from further up
> Cc1cccc(C2c3[nH]c4ccccc4c3CCN2C(=O)c2cc3c([nH]c2=O)CCCC3)n1 (stereo unspecified)
- RAD52 inh = -12
- S100A4 inh HTS = -3
- RAD54 branch = .
- ERp5 inh = -1
- Xi reactivation = 0.0
- E-selectin induc = .
- ERAP1 inh = 2
- esBAF inh = .

> CC(=O)Nc1ccc(S(=O)(=O)N2CCN(c3ccc([N+](=O)[O-])c(NCCN4CCOCC4)c3)CC2)cc1
- RAD52 inh = -9
- S100A4 inh HTS = 0
- RAD54 branch = -8
- ERp5 inh = -4
- Xi reactivation = 0.1
- E-selectin induc = 1.6
- ERAP1 inh = 3
- esBAF inh = -1

Next structures
SMILES	RAD52 inh	S100A4 inh HTS	RAD54 branch	ERp5 inh	Xi reactivation	E-selectin induc	ERAP1 inh	esBAF inh
COc1cccc(C(=O)Nc2ccc3c(c2)C(=O)N(C)C[C@H](OC)[C@@H](C)CN(CCc2ccccc2)[C@@H](C)CO3)c1	22	-10	5	-2	0.2	-0.2	.	17
COCCNC(=O)C[C@@H]1CC[C@@H]2[C@H](COc3ccc(NC(=O)c4cnccn4)cc3C(=O)N2C)O1	-1	0	4	2	0.4	0.0	2	4
C[C@H](CO)N1C[C@H](C)[C@H](CN(C)S(=O)(=O)c2cccc(F)c2)Oc2ncc(C#CC(C)(C)O)cc2C1=O	6	8	-6	-1	-0.5	0.0	-2	3
C/C(=N\NC(=O)COc1ccc(C)cc1C(C)C)c1cc2ccccc2o1	-12	2	.	-4	0.0	.	-4	.
CCOC(=O)C1=C(C)NC(SCc2cc(=O)[nH][nH]2)=C(C#N)C1c1cccs1 (stereo unspecified)	-18	-10	-2	0	.	.	12	9
COc1ccccc1Cn1c(=O)oc2ccccc21	-7	1	8	1	-0.1	0.4	0	4

Screens deposited in PubChem BioAssay by Broad Institute.
